Bioassay records: PubChem BioAssay, several laboratories
Rv3671c inh: inhibitors of M. tuberculosis serine protease Rv3671c. hit rate 0.048% among 320,000. P9WHR9. inhibition, % at 5.96 µM. AID 2606; in the data active = inhibition above about 38%;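 also: extracellular domain of Rv3671c used as enzyme; 0% = enzyme with DMSO and 100% = no enzyme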
MazEF act: increases E. coli MazEF RNase cleavage of RNA | hit rate 0.32% among 350,000 | P0AE70 | AID 504720 | activation, % at 20 µM | FAM/BHQ RNA-DNA oligo cleavage fluorescence, 5 h; in the data active = activation above about 50%
Target sequence (P0AE70 whole entry, looked up): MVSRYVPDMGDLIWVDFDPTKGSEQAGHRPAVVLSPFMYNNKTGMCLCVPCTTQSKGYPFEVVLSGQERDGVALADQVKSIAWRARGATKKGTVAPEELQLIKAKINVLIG
FadD28 FP inh: blocks FadD28 binding to the bisubstrate probe; fluorescence polarization; inhibition, % at 12.5 µM; hit rate 0.22% among 360,000; in the data active = inhibition above about 8.5%, passing the limit was not always enough; inconclusive = no clear call, values can overlap the other calls
Mtb UGM inh: inhibitors of M. tuberculosis UDP-galactopyranose mutase; P9WIQ1; purified UGM, fluorescence polarization probe displacement; inhibition, % at 10 µM; hit rate 0.06% among 320,000; in the data active = inhibition above about 10%, passing the limit was not always enough; inconclusive = no clear call, values can overlap the other calls
CCHF vOTU inh: CCHFV vOTU protease inhibition; hit rate 0.55% among 370,000; inhibition, % at 11.5 µM; AID 651958; Pep-AMC fluorescence; also: 0% = vehicle wells with enzyme and 100% = no enzyme wells
BoNT-F LC inh: inhibitors of Botulinum neurotoxin F light chain protease. inhibition, % at 10 µM. Multiplex microsphere protease cleavage assay, flow cytometry. hit rate 0.22% among 360,000; in the data active = inhibition above about 35%, passing the limit was not always enough; inconclusive = no clear call, values can overlap the other calls; also: plate controls were buffer without enzyme for full effect and enzyme alone for no effect
BioA inh: blocks M. tuberculosis BioA enzyme activity; purified M. tuberculosis BioA enzyme, plate reader; hit rate 0.096% among 360,000; inhibition, % at 9.99 µM; in the data active = inhibition above about 40%; inconclusive = no clear call, values can overlap the other calls
GDH-TPI inh: GDH-TPI coupled enzyme inhibition counter-screen. GDH-TPI coupled enzyme counterscreen, NADH absorbance. inhibition, % at 4.8 µM. hit rate 1.2% among 360,000. AID 588335;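 also: 0% = DMSO wells and 100% = wells lacking the enzyme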
DUSP3 inh: DUSP3 (human) phosphatase inhibition; hit rate 0.52% among 290,000; recombinant VHR phosphatase, pNPP absorbance; P51452; AID 1654; inhibition, % at 13.3 µM; in the data active = inhibition above about 50%; also: some compounds called inactive have numbers as strong as hits
Target sequence (P51452 whole entry, looked up): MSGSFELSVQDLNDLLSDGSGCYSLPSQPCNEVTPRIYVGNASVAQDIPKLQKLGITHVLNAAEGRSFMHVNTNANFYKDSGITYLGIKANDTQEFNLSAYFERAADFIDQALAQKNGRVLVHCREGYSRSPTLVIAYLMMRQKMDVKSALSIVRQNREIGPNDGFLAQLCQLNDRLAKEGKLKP
Mtb FBA inh: inhibitors of M. tuberculosis fructose-bisphosphate aldolase | purified M. tuberculosis FBA, fluorescence read-out | inhibition, % at 1 µM | hit rate 2.3% among 360,000 | AID 588726; in the data active = inhibition above about 27%;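 also: 0% = vehicle and 100% = reference inhibitor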
Target sequence (P9WQA3 whole entry, looked up): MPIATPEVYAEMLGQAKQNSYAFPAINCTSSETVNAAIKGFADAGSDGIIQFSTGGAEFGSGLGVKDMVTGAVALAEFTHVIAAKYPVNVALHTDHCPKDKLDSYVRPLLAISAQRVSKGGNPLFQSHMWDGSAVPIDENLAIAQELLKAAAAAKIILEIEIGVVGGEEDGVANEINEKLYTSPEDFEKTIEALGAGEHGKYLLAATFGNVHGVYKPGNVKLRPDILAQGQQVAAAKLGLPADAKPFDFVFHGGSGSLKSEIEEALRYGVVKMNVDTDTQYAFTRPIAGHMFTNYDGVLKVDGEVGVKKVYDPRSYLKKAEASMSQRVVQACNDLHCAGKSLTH
Starred values were filed as active, the others as inactive; u = inconclusive; x = not tested or not shown; + = active, no number. Rule as the data show it, unless noted: active = inhibition above about 30%; inactive = the rest.

Order of results – DUSP3 inh	Mtb FBA inh	GDH-TPI inh	CCHF vOTU inh	MazEF act	FadD28 FP inh	Mtb UGM inh	BioA inh	BoNT-F LC inh	Rv3671c inh
1: CCOc1ccc(CNC(=O)C2CCN(S(=O)(=O)c3ccc4c(c3)CCCC(=O)N4)CC2)cc1
  -13	5	1	6	-13	-0.4	-1.2	-4.3	2	-4
2: COc1cc(NS(=O)(=O)c2ccc(Br)cc2)c(OC)cc1NC(=O)c1ccco1
  -11	0	-3	13	14	-1.3	0.2	x	-4	0
3: Clc1cccc(-c2cc3nc4c(c(N5CCN(c6cnccn6)CC5)n3n2)CCCC4)c1
  0	5	8	3	-7	-1.5	3.1	-0.4	-8	2
4: Cc1c2cnn(CC(=O)N3CCOCC3)c(=O)c2c(C)n1Cc1ccccc1F
  17	3	0	-7	-1	-2.1	1.4	4.9	-6	3
5: Cc1cc(NC(=O)CSc2nc3cc(C(=O)NCCCOC(C)C)ccc3c(=O)n2Cc2ccco2)no1
  -3	3	8	8	-28	0.5	-0.8	x	2	5
6: Cc1cc(C(=O)N2CCN(c3cc(Cl)ccc3C)CC2)on1
  -2	-1	-8	-4	-6	-4.6	-0.1	13	-4	-5
7: Cc1ccc(-c2cc(C(=O)NCc3ccccn3)c3ccccc3n2)cc1C
  16	46*	11	-25	-2	-2.8	-0.9	0.7	0	-23
8: CCCCNC(=O)c1cc(C)nc2ccccc12
  3	4	12	29	4	-1.1	-1.2	-3.0	0	4
9: Nc1ncc([N+](=O)[O-])cc1S(=O)(=O)c1ccccc1
  x	0	15	-1	6	-0.6	-0.9	-2.4	u	2
10: O=C(c1ccoc1)N1CCC(CO)(CCc2ccccc2)CC1
  -5	0	-3	10	2	-1.3	0.3	4.5	-1	5
11: O=C(Nc1cccc(O)c1)c1cccc(S(=O)(=O)N2CCCCCC2)c1
  25	-5	10	6	0	-3.2	x	-1.3	-4	x
12: C=CCN(CC=C)Cc1cc(=O)oc2cc(C)c(Cl)cc12
  x	3	x	18	x	-3.0	x	1.0	1	x
13: CCOC(=O)c1sc(C)c2c1NC(C)(c1cccs1)NC2=O (stereo not given)
  13	35*	10	-22	-6	-2.6	2.6	1.0	4	-6
14: N#CC1=C(N)OC2=C(C(=O)CCC2)C1c1ccccc1 (stereo not given)
  22	-3	21	-9	7	-0.3	-6.7	-1.5	u	-6
15: COc1ccccc1NS(=O)(=O)c1ccccc1C#N
  4	0	8	-5	10	-0.2	3.8	-1.2	-6	12
16: COc1cccc(C(=O)N2CCCC(Nc3ccc(C)c(C)c3)C2)c1 (stereo not given)
  22	-1	1	-5	3	0.8	0.7	1.7	-5	0
17: CCN(CC)C(=O)CSc1nnc2nnc3cc(C)ccc3n12
  35	-1	2	-7	5	2.1	0.4	-2.9	x	6
18: Oc1ccc(/C=N/NC(=S)N/N=C/c2ccc(O)cc2)cc1
  1	4	75*	13	18	0.8	-0.4	0.5	-2	7
19: C#CCOCCOCCOCCNc1nc(N2CCOCC2)nc(N2CCN(C(=O)[C@H](CCCN=C(N)N)n3cc(C(N)[C@@H](C)CC)nn3)CC2)n1 (stereo not given in full)
  x	1	-10	-1	18	-2.9	-2.4	0.3	-20	-5
20: CCN(NC(=O)C(O)(c1ccccc1)c1ccccc1)C(=O)c1ccccc1
  33	-5	-5	-13	-2	-2.5	2.9	x	-1	5
21: Cc1c(CC(=O)NCC(=O)O)c(=O)oc2cc3c(cc12)CCC(C)(C)O3
  7	+	30	-187	0	0.1	0.6	-6.0	-10	-9
22: CN(C)S(=O)(=O)N1CCCC(C(=O)c2ccc(-c3ccccc3)c(F)c2)C1 (stereo not given)
  43	-2	-4	9	-3	-2.3	2.1	x	0	-3
23: CCN(CC)S(=O)(=O)c1cc(NC(=O)c2cccc(N3C(=O)CCC3=O)c2)ccc1Cl
  x	-3	0	-3	-1	-11	-1.8	x	x	-8
24: COc1ccc(C2=NN(c3nc(C)cc(C)n3)C(=O)C2)cc1
  39	6	1	-6	7	0.3	0.9	x	1	-13
25: Cc1cc(C(=O)CN2CCC(C)CC2)c(C)n1-c1ccccc1F
  26	-2	-4	5	3	-2.4	-0.2	x	1	-5
26: COc1ccc(OC)c(CN2C(=O)CCC2(C)C(=O)NC2CCCCCC2)c1 (stereo not given)
  11	-1	-4	-1	8	0.8	-0.3	0.1	-1	-5
27: COC(=O)c1cccc(NC(=O)CSc2nnc(COc3cccc(C)c3)n2C)c1
  29	2	9	1	0	-0.6	0.5	-0.3	-4	-4
28: O=C(COC(=O)c1cccc(Br)c1)Nc1ccc2[nH]c(=O)[nH]c2c1
  x	-2	6	10	-11	0.0	0.0	-1.3	-6	-15
29: O=C(O)CCNc1nc(-c2ccccc2)c2cc(Br)ccc2n1
  5	11	6	-1	-9	-1.7	-1.0	x	-10	x
30: CCCN1CCN(CC(=O)Nc2nnc(C)s2)CC1
  29	1	1	12	11	-0.5	2.0	0.5	u	15
31: Cc1cc(C#N)c2ccccc2n1
  -1	1	-9	-6	-5	-3.4	-2.2	-1.5	3	-2
32: CCC(=O)NC(=S)N1CCN(c2ccc([N+](=O)[O-])cc2Cl)CC1
  25	0	16	7	-3	0.3	0.2	-0.5	-4	3
33: CCOC(=O)c1c(C)oc2cc(Br)c(O)c(Br)c12
  19	0	5	10	11	-0.6	2.7	0.2	-3	2
34: Cc1n[nH]c(C)c1CCC(=O)N/N=C/c1cccs1
  28	3	12	-11	4	-0.5	-4.1	-1.6	x	7
35: CC(=O)c1cccc(NC(=O)C2Cc3c(-c4ccccc4Oc4ccccc4)ccnc3O2)c1 (stereo not given)
  x	0	2	4	x	-2.5	x	-1.6	-10	x
36: C/C(CC(=O)Nc1ccccn1)=N\NC(=O)c1ccc(C)cc1
  -9	5	5	-15	6	0.1	-3.3	x	-6	-7
37: COc1ccc2[nH]cc(C(=O)CN3CCC(C)CC3)c2c1
  -21	2	20	21	-1	-2.6	4.3	x	6	1
38: CCOc1cc(N2CCOCC2)c(OCC)cc1NC(=O)CN1C(=O)C2CC=CCC2C1=O (stereo not given)
  29	1	0	2	2	-0.5	1.4	x	0	-2
39: Cn1c(=O)n(C)c2cc([N+](=O)[O-])c(N3CCNCC3)cc21
  29	0	0	13	-19	2.9	-4.6	-1.1	-1	0
40: CC(C)OC(=O)c1ccc(N)cc1
  6	-1	7	-1	6	-2.3	0.9	x	3	-1
41: Cc1cccc(NC(=S)NNC(=O)CCn2cc(C)cn2)c1
  10	-1	3	-6	1	-2.4	8.7	-0.7	1	4
42: COC(=O)c1c(NC(C)=O)sc(C)c1C
  6	2	9	-8	5	-1.3	-1.9	x	-7	-3
43: Cc1nn(C)c(C)c1NC(=O)Nc1ccc(Cl)c(Cl)c1
  18	0	11	0	2	-5.6	-1.1	1.2	0	-43
44: COc1ccc(NC(=O)c2cccc(NC3=NC4CS(=O)(=O)CC4S3)c2)cc1Cl (stereo not given)
  25	6	4	4	-8	-1.7	3.4	0.4	-9	-4
45: CCOC(=O)C(CC)Sc1nc2c(cnn2-c2ccc(F)cc2)c(=O)[nH]1 (stereo not given)
  11	-1	-3	-6	2	-7.3	1.1	0.5	-1	-2
46: Cc1ccc(C(=O)CSc2ccccc2C(=O)O)cc1
  2	-3	2	-10	-1	0.9	-0.1	-1.6	2	2
47: Cc1ccc(-n2ncc3c2CC(C)(C)CC3NC(=O)c2ccncc2)cc1 (stereo not given)
  34	0	-4	-2	1	-3.8	0.0	6.5	1	1
48: COc1ccc(/C=N/NC(=O)c2cc(C3CC3)[nH]n2)cc1OC
  -6	-1	11	-5	4	-3.4	-3.8	0.4	u	11
49: COC(=O)CC1C(=O)NCCN1C(=O)Nc1ccccc1 (stereo not given)
  48	-1	-6	-19	10	-1.7	-2.4	-1.4	-8	1
50: Clc1cccc(CN2CCN(Cc3ccco3)CC2)c1
  6	4	-3	-6	2	0.2	-3.2	-1.7	-1	-11
51: NC(=O)N/N=C/c1c(F)c(F)c(F)c(F)c1F
  21	-4	-2	-13	4	-1.2	1.6	3.3	1	4
52: CCOC(=O)C(C)(C)Sc1nc2c(cnn2-c2ccc(Cl)cc2)c(=O)[nH]1
  5	-2	0	-6	-10	-18	3.1	-0.9	6	-9
53: CC(=O)COc1coc(CN2CCN(c3ccc(F)cc3)CC2)cc1=O
  16	-2	7	-2	1	0.1	-2.4	0.0	-2	-4
54: Cc1nn(Cc2ccccc2Cl)c(C)c1NC(=O)c1cc(-c2ccc(F)cc2)on1
  -2	2	11	-12	-10	-2.3	-11	-1.4	6	-11
55: O=S(=O)(Cc1ccccc1)Nc1cccc(F)c1
  -4	-1	11	-4	-13	-2.1	-0.5	-1.8	u	-3

Some of the entries so far, tab-delimited:
entry	structure	DUSP3 inh	Mtb FBA inh	GDH-TPI inh	CCHF vOTU inh	MazEF act	FadD28 FP inh	Mtb UGM inh	BioA inh	BoNT-F LC inh	Rv3671c inh
31	Cc1cc(C#N)c2ccccc2n1	-1	1	-9	-6	-5	-3.4	-2.2	-1.5	3	-2
32	CCC(=O)NC(=S)N1CCN(c2ccc([N+](=O)[O-])cc2Cl)CC1	25	0	16	7	-3	0.3	0.2	-0.5	-4	3
33	CCOC(=O)c1c(C)oc2cc(Br)c(O)c(Br)c12	19	0	5	10	11	-0.6	2.7	0.2	-3	2
34	Cc1n[nH]c(C)c1CCC(=O)N/N=C/c1cccs1	28	3	12	-11	4	-0.5	-4.1	-1.6	x	7
35	CC(=O)c1cccc(NC(=O)C2Cc3c(-c4ccccc4Oc4ccccc4)ccnc3O2)c1 (stereo not given)	x	0	2	4	x	-2.5	x	-1.6	-10	x
36	C/C(CC(=O)Nc1ccccn1)=N\NC(=O)c1ccc(C)cc1	-9	5	5	-15	6	0.1	-3.3	x	-6	-7
37	COc1ccc2[nH]cc(C(=O)CN3CCC(C)CC3)c2c1	-21	2	20	21	-1	-2.6	4.3	x	6	1
38	CCOc1cc(N2CCOCC2)c(OCC)cc1NC(=O)CN1C(=O)C2CC=CCC2C1=O (stereo not given)	29	1	0	2	2	-0.5	1.4	x	0	-2
39	Cn1c(=O)n(C)c2cc([N+](=O)[O-])c(N3CCNCC3)cc21	29	0	0	13	-19	2.9	-4.6	-1.1	-1	0
